Assay outcomes (PubChem BioAssay)
uPA surface inh: inhibitors of cell surface uPA generation | cell surface uPA generation assay, qHTS | Potency, µM (series often up to 38.3 µM), inactives show top-dose activity change, negative = inhibition, hits mostly inhibitors | 330,000 tested, 0.31% active | AID 540303; active means well fitted inhibition curve with a large enough effect; inconclusive means small, poorly fitted or top-dose-only effect; inactive means no such curve, though single readings can be large or run the other way; tested in mouse RAW 264.7 cells; further: potency means the concentration at half of the fitted maximal effect; on the % scale 0 is the no-effect control and ±100 the full control effect; nearly all actives have a fitted effect of over 55% in size
ELG1 genotoxic: induces genotoxicity in HEK293T cells with luciferase-tagged ELG1; HEK293T ELG1-luciferase reporter, luminescence, 16 h; Potency, µM (top dose mostly 46 µM), without a hit: at the top dose activity change, positive = activation, actives largely listed as activators; 330,000 tested, 1.3% active; further: potency means the concentration at half of the fitted maximal effect; % of control where 0% means no effect; nearly all actives have a fitted effect of over 60% in size
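Genotoxic stress is detected as increased luminescence from luciferase-tagged ELG1 in HEK293T cells, measured with ONE-Glo after a 16 hr treatment at 37 °C.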
FLuc modulator: counter-screen for miR-21 project: firefly luciferase inhibitors or activators; P08659; purified FLuc, Km substrates, luminescence inhibition; AID 588342; 360,000 tested, 6.9% active; Potency, µM (series often up to 57.5 µM), without a hit: top-dose activity change, negative = inhibition, actives largely listed as inhibitors;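 further: potency means the concentration at half of the fitted maximal effect; plate controls were vehicle for no effect and reference inhibitor for full effect; nearly all actives have a fitted effect of over 55% in size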
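Purified P. pyralis luciferase, 10 nM final, with Km-level 10 uM D-luciferin and 10 uM ATP in 50 mM Tris acetate pH 7.5, 10 mM Mg acetate, 0.01% Tween-20, 0.05% BSA; 6-point qHTS titration about 60 µM downward; luminescence read.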
KCNH2 3.1 block: KCNH2 3.1 (human) potassium channel inhibition | U2OS KCNH2 3.1, thallium flux FluxOr; stronger effect = lower value | activity change, % (tested at about 1.8 µM) | 340,000 tested, 0.95% active | AID 720553;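 active means maximum activity change below -70%; inconclusive means maximum activity change from -70% to -50%; inactive means maximum activity change above -50%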;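 further: thallium influx rate constant from kinetic fluorescence after stimulation buffer; on the % scale 0 is the no-effect control and ±100 the full control effect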
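Thallium flux via FluxOr fluorescence (Red40 quencher, 45 min loading) in U2OS cells virally expressing the KCNH2 3.1 isoform (1.77 x 10^8 /mL virus, overnight at 37 C). Rate constants from 2-min kinetic reads post-stimulation, normalised to positive and negative controls.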
Rab9 prom act: activates the Rab9 promoter. Huh7 Rab9 promoter-luciferase reporter, luminescence, 24 h. Potency, µM (top dose mostly 9.22 µM), without a hit: at the highest dose activation, negative = inhibition, most hits filed as activators. 320,000 tested, 2.8% active. AID 485297; further: potency means the concentration at half of the fitted maximal effect; % of control where 0% means no effect; nearly all actives have a fitted effect of over 60% in size
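Cells were plated at 1500 per well in reduced-serum medium with 10% FBS and left 2 h. Compound in DMSO was then added for 24 h at 37 °C. Reporter signal was read by luminescence after 10 min with luciferase detection reagent.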
NPC1 prom act: activators of NPC1 promoter | Potency, µM (doses to about 9.22 µM), inactives show at the highest dose activation, hits mostly activators | Huh7 NPC1 promoter luciferase reporter, 24 h | 320,000 tested, 2.4% active;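 further: potency means the concentration at half of the fitted maximal effect; % of control where 0% means no effect; nearly all actives have a fitted effect of over 60% in size; reporter is driven by a mutant NPC1 promoter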
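NPC1 promoter–luciferase Huh7 cells; 24 h compound; luminescence.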
Gal4-VP16 FLuc: counter-screen for ROR gamma inhibitors: Gal4-VP16 reporter; AID 2546; Potency, µM (highest dose often 53.6 µM), for the others: top-dose activity, negative = inhibition, hits mostly inhibitors; 310,000 tested, 3.5% active; Drosophila S2 Gal4-VP16 UAS-luciferase, luminescence, 20 h;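 further: Gal4-VP16 expression switched on by copper sulfate through the metallothionein promoter; potency means the concentration at half of the fitted maximal effect; on the % scale 0 is the no-effect control and ±100 the full control effect; nearly all actives have a fitted effect of over 50% in size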
Giardia killer: Giardia lamblia killing. activity change, % at 7.66 µM, hits read low. 340,000 tested, 0.15% active. Giardia lamblia trophozoite viability; in the data active means activity change below about -80%; inconclusive means between about -30% and that limit;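 further: parasites exposed to compound for two days anaerobically before the ATP read; on the % scale 0 is the no-effect control and ±100 the full control effect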
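Luminescence from cellular ATP indicates surviving trophozoites (100 cells/well) following 48 hrs anaerobic compound treatment at 37 deg C; signal develops 15-30 min at room temperature.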
Tb PFK block: T. brucei PFK enzyme inhibition; AID 485367; O15648; 330,000 tested, 0.17% active; T. brucei PFK, ADP-Glo luminescence; Potency, µM (doses to about 57.5 µM), for the others: at the top dose activity, negative = inhibition, hits mostly inhibitors;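 further: potency means the concentration at half of the fitted maximal effect; 0% = uninhibited 1x PFK enzyme wells and -100% = no-enzyme wells; nearly all actives have a fitted effect of over 60% in size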
Target sequence (O15648 whole entry, looked up): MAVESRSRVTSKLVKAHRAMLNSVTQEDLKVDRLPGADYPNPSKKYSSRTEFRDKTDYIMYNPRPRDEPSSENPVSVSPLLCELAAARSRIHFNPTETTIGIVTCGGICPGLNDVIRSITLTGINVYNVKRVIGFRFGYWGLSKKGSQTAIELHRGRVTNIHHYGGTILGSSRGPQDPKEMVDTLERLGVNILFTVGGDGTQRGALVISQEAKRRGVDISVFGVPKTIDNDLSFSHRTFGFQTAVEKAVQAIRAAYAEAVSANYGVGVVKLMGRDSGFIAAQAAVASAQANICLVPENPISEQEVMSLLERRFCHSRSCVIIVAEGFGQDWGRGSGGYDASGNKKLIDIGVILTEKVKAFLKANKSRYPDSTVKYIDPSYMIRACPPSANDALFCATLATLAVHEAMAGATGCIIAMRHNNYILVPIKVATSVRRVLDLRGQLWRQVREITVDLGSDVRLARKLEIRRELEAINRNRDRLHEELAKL
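Luminescent ADP detection (ADP-Glo, two-step: ATP depletion then ADP-to-ATP conversion for luciferase) reported PFK activity after 45 min room-temperature reaction of 1.25 nM enzyme with 0.5 mM F6P and 0.1 mM ATP at pH 8.0.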
RORgamma inh: inhibitors of mouse ROR gamma transcriptional activity. P51450. Drosophila S2 Gal4-RORgamma UAS-luciferase reporter, 20 h. 310,000 tested, 5.4% active. Potency, µM (titrated, usually from 53.6 µM), inactives show at the top dose activity change, negative = inhibition, hits mostly inhibitors; further: potency means the concentration at half of the fitted maximal effect; on the % scale 0 is the no-effect control and ±100 the full control effect; nearly all actives have a fitted effect of over 60% in size
Target sequence (P51450 whole entry, looked up, the tested form may be a part): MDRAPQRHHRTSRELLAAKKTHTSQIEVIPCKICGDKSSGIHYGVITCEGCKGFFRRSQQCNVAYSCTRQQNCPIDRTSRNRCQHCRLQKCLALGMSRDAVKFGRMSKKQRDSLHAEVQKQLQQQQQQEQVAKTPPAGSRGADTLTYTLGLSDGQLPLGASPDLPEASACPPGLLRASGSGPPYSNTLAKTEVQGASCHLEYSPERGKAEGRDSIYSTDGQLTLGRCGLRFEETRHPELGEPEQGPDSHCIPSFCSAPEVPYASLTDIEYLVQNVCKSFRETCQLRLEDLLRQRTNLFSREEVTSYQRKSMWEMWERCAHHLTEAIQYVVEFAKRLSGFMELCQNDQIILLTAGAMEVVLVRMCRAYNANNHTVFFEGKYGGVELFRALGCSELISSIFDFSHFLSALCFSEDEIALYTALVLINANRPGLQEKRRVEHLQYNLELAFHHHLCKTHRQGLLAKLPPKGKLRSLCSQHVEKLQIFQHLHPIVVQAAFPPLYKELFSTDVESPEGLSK
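Compounds are pin-transferred onto Drosophila Schneider cells expressing a copper-inducible Gal4–ROR gamma transactivation domain fusion. After 1 hr, copper sulfate is added to 700 uM final; luciferase is read 20 hr later.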
Coupling enz: inhibits coupling enzyme system, counter-screen for aldolase hits; coupling enzyme system counterscreen, AmpLite Red fluorescence; activity change, negative = inhibition, % at 58.2 µM, hits read low; 290,000 tested, 0.67% active; AID 2472; in the data active means activity change below about -30%; further: on the % scale 0 is the no-effect control and ±100 the full control effect
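Fluorescence at 525 nm excitation and 598 nm emission measured inhibition of the coupled detection system without aldolase. Compounds (at 57.5 uM final) were preincubated 10 min at room temperature with coupling enzyme reagent before a 20 min substrate/AmpLite Red step.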
Active calls of the source: *; ? = inconclusive; nt = no result given; [ ] = remark or other dose. Unless noted, the call rests on the fitted dose curve; in most records, active means well fitted curve in the direction sought with a large enough effect; inconclusive means small, poorly fitted or top-dose-only effect, or another doubt; inactive means no such curve, though single readings can be large; an effect the other way counts as inactive or inconclusive.

1) CC1(CC(=O)N/N=C/c2ccc(-c3ccc(Cl)cc3)o2)OCCO1
2) CN(C)S(=O)(=O)N1CCN(C(=O)c2cccc(Br)c2)CC1
3) CCOc1ccc(CNCCN2CCCC2)cc1
4) Cc1cc(-c2ccccc2)nc2c(Br)c(=O)[nH]n12
5) Cc1ccc(OCCC(=O)OCC(=O)NC(=O)NC2CCCC2)cc1
6) COc1ccccc1-c1oc2ccccc2c1-c1ccc2c(c1)OCO2
7) Cc1cc2c(Nc3ccc(C(=O)O)cc3)ncnc2s1
8) CCCn1c(SCC(=O)NCc2cccs2)nc2c1c(=O)n(C)c(=O)n2C
Assay by compound	1	2	3	4	5	6	7	8
uPA surface inh	-4%	0%	-8%	-13%	-2%	-15%	-14%	2%
ELG1 genotoxic	7%	-2%	-6%	0%	-2%	-2%	1%	-3%
FLuc modulator	3.4µM*	9%	6%	0%	3%	-11%	1%	0%
KCNH2 3.1 block	9	6	-35	-4	-11	5	6	5
Rab9 prom act	13%	2%	-8%	-8%	2%	3%	11%	0%
NPC1 prom act	8%	1%	1%	-2%	0%	-4%	0%	-3%
Gal4-VP16 FLuc	-15%	-1%	1%	-17%	nt	nt	5%	-1%
Giardia killer	4	-4	12	-14	10	14	-1	-4
Tb PFK block	4%	4%	5%	4%	-8%	-1%	-1%	2%
RORgamma inh	?	-17%	-31%	8%	nt	nt	0%	-3%[10 µM]
Coupling enz	0	4	0	6	nt	nt	4	2

9) COc1ccccc1OCC(=O)O/N=C(\N)c1ccccn1
10) CCOc1ccc(/C(O)=C2/C(=O)C(=O)N(CCCN3CCOCC3)C2c2ccc(C)cc2)cc1C (stereo unspecified)
11) CCCOc1ccc(C(=O)CCC(=O)OC(C)C(=O)Nc2ccc(NC(C)=O)cc2)cc1 (stereo unspecified)
12) CS(=O)(=O)N(CC(=O)Nc1ccccc1C(=O)N1CCOCC1)c1ccccc1
13) CCOCC(=O)Nc1nnc(COCC)s1
14) COc1ccccc1CC(=O)N1CCN(c2ccccc2F)CC1
15) CCOC(=O)NC1(C(F)(F)F)NC(=O)N(C2CCCCC2)C1=O (stereo unspecified)
16) COC(=O)C1(CC2CC(c3ccncc3)=NO2)CCN(C(=O)OC(C)(C)C)CC1 (stereo unspecified)
Assay by compound	9	10	11	12	13	14	15	16
uPA surface inh	?	9%	-5%	8%	4%	11%	4%	-15%
ELG1 genotoxic	9.2µM*	-1%	3%	1%	0%	-3%	0%	-4%
FLuc modulator	19µM*	1%	?	6%	-2%	2%	-1%	1%
KCNH2 3.1 block	-2	9	4	-12	10	17	8	-5
Rab9 prom act	3.2µM*	0%	?	-7%	0%	3%	-3%	-1%
NPC1 prom act	?	-1%	24%	-1%	-1%	-2%	0%	4%
Gal4-VP16 FLuc	?	-11%	nt	-5%	6%	-8%	-4%	nt
Giardia killer	7	13	-6	-3	0	-6	-1	?
Tb PFK block	1%	3%	-1%	1%	-4%	2%	0%	-21%
RORgamma inh	-27%	31%	nt	-15%	-10%	3%	10%	nt
Coupling enz	-3	7	nt	0	1	0	1	nt

17) CCOC(=O)C1CCCN(C(=O)c2cccc(N3C(=O)c4ccccc4C3=O)c2)C1 (stereo unspecified)
18) C#CCOCCOCCOCCNc1nc(N2CCN(C(=O)CCCCCCCCCCNC(=O)[C@H](CCCCN)n3cc(CCO)nn3)CC2)nc(N2CCN(C(=O)CCCCCCCCCCNC(=O)[C@H](CCCN=C(N)N)n3cc(C[C@@H](C)CC)nn3)CC2)n1
19) CCc1ccc(NC(=O)c2ccc(Cn3cc([N+](=O)[O-])cn3)cc2)cc1
20) COC(=O)C(C(=O)OC)C(C[N+](=O)[O-])c1ccc(OC)cc1 (stereo unspecified)
21) CCn1c(SCC(=O)N2CCCC2)nc2c1c(=O)n(C)c(=O)n2C
22) Cc1cccc(C)c1NC(=O)CNC(=O)CCNC(=O)c1ccco1
23) Cc1cc(Nc2ccc(Cl)cc2)nc(-c2ccccc2O)n1
24) COC(=O)C1CCN(S(=O)(=O)Cc2ccccc2)CC1
Assay by compound	17	18	19	20	21	22	23	24
uPA surface inh	-5%	?	-28%	-10%	nt	0%	-15%	6%
ELG1 genotoxic	-2%	5%	5%	0%	10%	-4%	-6%	2%
FLuc modulator	5%	?	-10%	4%	4%	1%	?	2%[2.3 µM]
KCNH2 3.1 block	-2	6	-8	-4	0	-7	0	-12
Rab9 prom act	0%	-4%	0%	1%	15%	1%	3%	1%
NPC1 prom act	0%	0%	18%	3%	-3%	-1%	-2%	-1%
Gal4-VP16 FLuc	nt	nt	-7%	-3%	-3%	nt	19%	1%
Giardia killer	31[activator]	-5	-9	-9	15	-12	3	?
Tb PFK block	1%	-5%	-16%	-4%	-4%	-10%	1%	13%
RORgamma inh	nt	nt	15%	0%	0%	nt	40%	11%
Coupling enz	nt	nt	2	3	1	nt	-1	1

25) COc1cccc(OCc2cc(C(=O)N(C)Cc3nc(C)cs3)no2)c1
26) CCn1cc([N+](=O)[O-])c(C(=O)N2N=C(c3ccc(OC)cc3OC)CC2c2ccccc2O)n1 (stereo unspecified)
27) COc1ccc(OC)c(Cc2nnc(CCC(=O)NC3CCCCCCC3)o2)c1
28) CC(CO)(CO)NC(=O)c1ccc(=O)[nH]n1
29) Cc1cccc2cc(C(c3nnnn3CC3CCCO3)N3CCCC4(CCCCC4)C3)c(=O)[nH]c12 (stereo unspecified)
30) O=C(Nc1cccc(Cl)c1)c1csc(-c2ccccc2)n1
31) CCOC(=O)c1ccc(NC(=S)NCc2ccco2)cc1
32) Cc1oc(-c2ccc(F)cc2)cc1-c1nn2c(-c3ccoc3C)nnc2s1
Assay by compound	25	26	27	28	29	30	31	32
uPA surface inh	-2%	1%	-3%	-12%	nt	nt	11%	8%
ELG1 genotoxic	12µM*	-3%	?	1%	-1%	5%	-8%	1%
FLuc modulator	12µM*	1%	?	5%	2%	?	?	-1%
KCNH2 3.1 block	-16	-2	0	5	nt	nt	8	-2
Rab9 prom act	2.2µM*	9%	?	3%	-10%	24%	17%	5%
NPC1 prom act	3.2µM*	-1%	12%	2%	-5%	15%	10%	10%
Gal4-VP16 FLuc	-13%	-10%	6%	4%	-4%	?	-22%	2%
Giardia killer	4	-15	15	-21	nt	-7	-15	-4
Tb PFK block	-7%	-3%	1%	23%	0%	-7%	0%	?
RORgamma inh	26%	-18%	?	-31%	-13%	35%	10µM*	4%
Coupling enz	nt	-2	1	0	0	-19	-1	-1

33) CN1CCN(NC(=O)CN2C(=O)S/C(=C\c3c(Cl)cccc3Cl)C2=O)CC1
34) CCCOC(=O)c1ccc(NC(=O)C(CC)CC)cc1
35) COc1cc([N+](=O)[O-])ccc1N1C(=O)CC(Sc2nccc(C)n2)C1=O (stereo unspecified)
36) COc1ccc(C)cc1NC(=O)C1CCCN(S(=O)(=O)c2cnc[nH]2)C1 (stereo unspecified)
37) O=C(COC(=O)CCc1nc2ccccc2n1-c1ccccc1)Nc1cccc(Cl)c1
38) Cc1nnc2c(SC(C)C)nc3ccccc3n12
Assay by compound	33	34	35	36	37	38
uPA surface inh	-3%	6%	2%	12%	0%	?
ELG1 genotoxic	-3%	10%	-4%	2%	-1%	-3%
FLuc modulator	2%	?	-2%	0%	0%	-3%
KCNH2 3.1 block	4	15	1	-1	-14	-5
Rab9 prom act	-7%	22%	5%	-2%	0%	0%
NPC1 prom act	-7%	20%	-1%	2%	-4%	3%
Gal4-VP16 FLuc	0%	-13%	?	0%	5%	?
Giardia killer	-2	-14	8	6	12	12
Tb PFK block	4%	0%	1%	0%	-1%	-1%
RORgamma inh	-11%	13%	?	2%	1%	-21%
Coupling enz	-3	0	1	-1	6	10
